# Assay outcomes as filed in PubChem.
# NPSR antagonist: qHTS Assay for Antagonists of the Neuropeptide S Receptor: cAMP Signal Transduction; Q6W5P4; CHO-NPSR cells, cAMP TR-FRET, antagonist mode; Potency, µM (titrated, usually from 38.3 µM), for the others: at the highest dose activity change, negative = inhibition, most hits filed as inhibitors; 220,000 compounds, 1% hits; AID 1461, 2008; also: potency is read from the fitted curve at half-maximal effect; % is scaled to controls: 0 for no effect and ±100 for the full control effect; nearly all actives have a fitted effect of over 50% in size; many of its hits are not listed in these tables
# Tau fluor counter: Counterscreen qHTS for Inhibitors of Tau Fibril Formation, Fluorescence Polarization. tau K18 P301L Alexa594 fluorescence, heparin fibrillization. Potency, µM (highest dose often 57.7 µM), for inactives: top-dose activity change, negative = decrease. 280,000 compounds, 0.93% hits. AID 1463, 2008; also: potency is read from the fitted curve at half-maximal effect; % is scaled to controls: 0 for no effect and ±100 for the full control effect; nearly all actives have a fitted effect of over 55% in size
#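 Human tau K18 P301L (15 uM unlabeled, 0.24 uM Alexa 594-labeled) in 100 mM sodium acetate pH 7 with 20 uM heparin, 6 hr at 37 C. ThT 30 uM added, 1 hr ambient; Alexa 594 FP and total fluorescence read at 555/632 nm.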
# Epigenetic derep: Quantitative High-Throughput Screen for Regulators of Epigenetic Control. murine LDR cells, GFP reporter derepression, 30 h. Potency, µM (series often up to 53.9 µM), inactives show top-dose GFP activation, actives largely listed as activators. 280,000 compounds, 0.2% hits. AID 1865, 2009; also: potency is read from the fitted curve at half-maximal effect; % of control where 0% means no effect; nearly all actives have a fitted effect of over 60% in size
#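 Reporter derepression read as number of fluorescent GFP-positive objects, 20-120 um in size, counted by laser-scanning cytometer. Mouse LDR line with an epigenetically silenced CMV-GFP locus; compound incubation 30 h, 37 C.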
# GLA spleen mod: qHTS Assay for Inhibitors and Activators of Human alpha-Galactosidase From Spleen Homogenate; human spleen homogenate, 4MU-alpha-Gal fluorescence, 40 min; Potency, µM (doses to about 80 µM), for the others: at the top dose activity change, negative = inhibition, most hits filed as inhibitors; 240,000 compounds, 0.008% hits;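 also: potency is read from the fitted curve at half-maximal effect; 0% = enzyme with vehicle and -100% = no enzyme basal signal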
# Target sequence (P06280 32-429 limits assumed): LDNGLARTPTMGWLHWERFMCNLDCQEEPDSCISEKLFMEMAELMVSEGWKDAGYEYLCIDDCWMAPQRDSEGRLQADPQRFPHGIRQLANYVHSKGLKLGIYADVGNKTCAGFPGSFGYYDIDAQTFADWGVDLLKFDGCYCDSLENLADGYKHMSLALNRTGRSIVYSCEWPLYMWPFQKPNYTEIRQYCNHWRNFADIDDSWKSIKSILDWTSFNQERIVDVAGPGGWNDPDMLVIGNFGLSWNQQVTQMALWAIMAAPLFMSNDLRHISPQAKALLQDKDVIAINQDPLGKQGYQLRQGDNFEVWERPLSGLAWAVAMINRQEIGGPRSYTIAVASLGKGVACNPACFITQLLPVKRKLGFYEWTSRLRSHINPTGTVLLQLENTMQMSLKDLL
#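 Spleen homogenate 1 ug + cpd (titration) + 4-MU-alpha-D-galactopyranoside 1 mM; 37C 40 min; 50 mM citrate/phosphate pH 5.0, 0.01% Tween-20; stop pH 10; fluorescence 365/440; AC50 via Hill.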
# CBFb RUNX1 block: qHTS Assay for Compounds Blocking the Interaction Between CBF-beta and RUNX1 for the Treatment of Acute Myeloid Leukemia. Runt-related transcription factor 1 (Homo sapiens) + Core-binding factor subunit beta …. AlphaScreen CBFb-His/RUNX1-biotin binding, biochemical. Potency, µM (titrated, usually from 59.8 µM), inactives show at the top dose activity, negative = inhibition, most hits filed as inhibitors. 230,000 tested, under 10 active; also: % of control where 0% means no effect
# Target sequence (Q01196 whole entry, looked up): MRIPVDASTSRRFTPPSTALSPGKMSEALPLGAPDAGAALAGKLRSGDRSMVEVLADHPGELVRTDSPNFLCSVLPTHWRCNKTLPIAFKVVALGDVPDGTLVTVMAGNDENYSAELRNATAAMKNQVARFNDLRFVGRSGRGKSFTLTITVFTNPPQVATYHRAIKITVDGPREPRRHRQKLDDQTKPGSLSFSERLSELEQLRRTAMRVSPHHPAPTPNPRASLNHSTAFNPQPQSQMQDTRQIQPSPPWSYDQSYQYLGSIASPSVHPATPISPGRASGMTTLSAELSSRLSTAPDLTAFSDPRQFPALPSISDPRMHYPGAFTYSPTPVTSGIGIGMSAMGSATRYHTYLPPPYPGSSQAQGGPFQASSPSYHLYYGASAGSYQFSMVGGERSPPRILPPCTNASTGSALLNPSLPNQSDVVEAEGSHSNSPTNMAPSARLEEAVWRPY
# Target sequence (Q13951 whole entry, looked up): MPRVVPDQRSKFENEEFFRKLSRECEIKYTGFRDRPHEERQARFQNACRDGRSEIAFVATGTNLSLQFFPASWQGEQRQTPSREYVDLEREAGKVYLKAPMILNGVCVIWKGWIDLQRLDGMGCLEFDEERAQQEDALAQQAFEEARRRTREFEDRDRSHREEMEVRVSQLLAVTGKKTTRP
#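 AlphaScreen proximity signal reports loss of binding between His-tagged CBF-beta and biotin-labelled RUNX1, each at 30 nM. Proteins are pre-associated for 20 minutes, compounds added for 15 minutes, then beads for 90 minutes, all at ambient temperature.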
# Tau fibril FP: qHTS for Inhibitors of Tau Fibril Formation, Fluorescence Polarization; Microtubule-associated protein tau (Homo sapiens), P10636; K18 P301L tau heparin fibrillization, Alexa594 FP, 6 h; Potency, µM (titrated, usually from 57.7 µM), for inactives: at the top dose activity, negative = inhibition, hits mostly inhibitors; 280,000 compounds, 0.39% hits; AID 1468, 2008; also: potency is read from the fitted curve at half-maximal effect; % is scaled to controls: 0 for no effect and ±100 for the full control effect; nearly all actives have a fitted effect of over 55% in size
#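 Steps: dispense K18 P301L tau (15 uM plus 0.24 uM Alexa 594 tracer, final) in pH 7 sodium acetate; add compound; add heparin (20 uM final); incubate 6 hr, 37 C; add ThT (30 uM final); after 1 hr ambient, read FP.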
# TRb SRC2 PPI: qHTS for Inhibitors of the Interaction of Thyroid Hormone Receptor and Steroid Receptor Coregulator 2. TRbeta-SRC2 peptide binding, fluorescence polarization; receptor liganded with 1 µM T3. Potency, µM (titrated, usually from 106 µM), inactives show at the top dose activity change, negative = inhibition, most hits filed as inhibitors. 280,000 compounds, 0.065% hits;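 also: potency is read from the fitted curve at half-maximal effect; plate controls were bound peptide for no effect and peptide without receptor for full effect; nearly all actives have a fitted effect of over 50% in size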
#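 Human TRb ligand-binding domain (0.6 uM) is mixed with 20 nM Texas Red SRC2 peptide and 1 uM T3; after compound addition and 5 hr at ambient temperature, polarization is measured and normalized to unbound and bound controls.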
# TR SRC2 fluor cs: Total Fluorescence Counterscreen for Inhibitors of the Interaction of Thyroid Hormone Receptor and Steroid Receptor Coregulator 2; TRb/SRC2 Texas Red total fluorescence interference; Potency, µM (doses to about 106 µM), inactives show at the top dose fluorescence change, negative = quenching; 280,000 compounds, 0.29% hits; active = well fitted curve in either direction with a large enough effect; inconclusive = small, poorly fitted or top-dose-only effect; also: potency is read from the fitted curve at half-maximal effect; % is scaled to controls: 0 for no effect and ±100 for the full control effect
#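 Flags fluorescent or light-absorbing compounds by total fluorescence, S + 2P, at 555 nm excitation and 632 nm emission. Mixture: 20 nM Texas Red SRC2 peptide, 0.6 uM human TRb LBD, 1 uM T3, 5% DMSO; compound exposure 5 h at ambient temperature.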
# An asterisk follows results filed as active; ? = inconclusive; / = not tested or not shown; & = joins results of further samples; [ ] = another dose, or the depositor's remark. Unless noted, calls follow the shape of the dose curve; as a rule, active = well fitted curve in the direction sought with a large enough effect; inconclusive = small, poorly fitted or top-dose-only effect, or another doubt; inactive = no such curve, though single readings can be large; an effect the other way counts as inactive or inconclusive.
SMILES,NPSR antagonist,Tau fluor counter,Epigenetic derep,GLA spleen mod,CBFb RUNX1 block,Tau fibril FP,TRb SRC2 PPI,TR SRC2 fluor cs
Cc1c(NC(=O)c2cccs2)cccc1[N+](=O)[O-],-2%,-11%,3.5%,-7%,5%,2%,2%,-3%
O=C(O)CNC(=O)C(CS)Cc1ccccc1 (stereo unspecified),-15%[46.1 µM],-6%&-18%,-0.1%&0.8%,3%&10%,19%&15%,-7%&-14%,8%&-8%,-2%&0%
CCc1ccccc1NC(=O)CN(C)C(=O)Cn1cc(C(F)(F)F)cc(Cl)c1=O,-6%,6%,-0.4%,1%,10%,14%,-3%,1%
Cc1nn2c(=O)cc(COC(=O)c3ccc(F)cc3)nc2s1,/,-8%,1.5%,/,/,5%,0%,-11%
O=C(CNC(c1ccccc1)c1ccccc1)Nc1ccc(F)cc1,-15%,1%,-1.1%,-3%,-7%,4%,-4%,2%
Cc1ccc(S(=O)(=O)N2CCC(C)CC2)cc1[N+](=O)[O-],-12%,-17%,3.3%,2%,-6%,8%,-5%,-3%
COC(=O)CC1(C(=O)OC)Oc2ccc(Br)cc2C(=O)N1c1ccc(Br)cc1Cl (stereo unspecified),?,?,1.4%,-2%,9%,-2%,-10%,-1%
C=CCn1c(O)c(C(CC)=NCCN2CCOCC2)c(=O)[nH]c1=O,8%[46.1 µM],-6%,1.4%,-13%,3%,-1%,0%,1%
CC(C)c1cnc2c(c1SCC(=O)Nc1cccc([N+](=O)[O-])c1)c(=O)n(C)c(=O)n2C,/,?,6.2%,/,/,-2%,10%,-3%
Cc1ccccc1Nc1nc(N)nc(CSc2nnnn2-c2ccccc2)n1,-5%[46.1 µM],-20%,1.0%,-3%,2%,-16%,-4%,-1%
COc1ccc(Cn2ccc3nc(C)c(C(=O)Nc4cc(C)cc(C)c4)cc3c2=O)cc1,/,-12%,?,/,/,-3%,-1%,-26%
COc1cc2[nH]c3c(=O)n(CCN4CCOCC4)cnc3c2cc1OC,5%,-15%,-0.8%,22%,-1%,-9%,-3%,-5%
O=C(c1ccco1)N1CCCN(Cc2cn[nH]c2-c2ccc(-c3ccccc3)cc2)CC1,-20%,-6%,-2.7%,6%,-14%,1%,0%,0%
COC(=O)CSc1nnc(CCc2nc3ccccc3[nH]2)n1C,7%[46.1 µM],-1%,-2.0%,2%,5%,-4%,11%,0%
COCCNC(=O)C(c1ccc(Cl)cc1)N(C(=O)Cn1nnc2ccccc21)c1cccnc1 (stereo unspecified),-3%,5%,0.9%,0%,4%,5%,-4%,0%
CCCCNC(=O)N1CCN(c2ncccn2)CC1,6%,3%,1.1%,4%,5%,-2%,-9%,-5%
Cc1cc(C)cc(N(C(=O)c2ccc3c(c2)OCO3)C2C=CS(=O)(=O)C2)c1 (stereo unspecified),-12%[46.1 µM],-14%,-0.9%,1%,-3%,-1%,4%,-4%
CCOC(=O)c1c(C)oc2nc(C)nc(NCCc3ccc(OCC)c(OCC)c3)c12,/,-14%,-0.2%,/,/,1%,-2%,-22%
COCc1nnc(NC(=O)c2cc(OC)c(OC)cc2[N+](=O)[O-])s1,-2%,-11%,-3.8%,0%,-12%,0%,-2%,-1%
CCNc1nc2nc3ccc(C)cn3c(=O)c2cc1C(=O)NCC1CCCO1 (stereo unspecified),2%,-9%,-7.5%,?,-7%,-6%,-8%,-1%
Cc1ccc(NC(=O)[C@H](Cc2ccccc2)N2Cc3ccccc3C2=O)cc1F,/,-21%,1.1%,/,/,-18%,-5%,2%
CCCCCCC1CCC(C(=O)N2CCOCC2)CC1 (stereo unspecified),-16%,-8%,-0.1%,-1%,12%,-5%,-4%,-2%
COc1ccccc1CNC(=O)CSc1nc(=O)[nH]c2c1CCCC2,/,1%,1.8%,/,/,-3%,-7%,0%
COc1ccc(-c2coc3cc(OC)cc(OC)c3c2=O)cc1,15%,-9%&-10%,9.1%&0.0%,5%&4%,12%,-6%&1%,-3%&0%,-11%&-1%
CCOC(=O)/C(=N\Nc1ccccc1)P(=O)(c1ccccc1)c1ccccc1,10µM*,3%,1.5%,7%,-6%,5%,1%,-1%
# (continued)
SMILES,NPSR antagonist,Tau fluor counter,Epigenetic derep,GLA spleen mod,CBFb RUNX1 block,Tau fibril FP,TRb SRC2 PPI,TR SRC2 fluor cs
NC(=O)c1ccc(Oc2ccc(Cl)c3ccccc23)c([N+](=O)[O-])c1,4%,?,-1.2%,1%,-16%,?,-9%,1%
CCCCNC(=O)c1onc(CSc2ccc(C)c(C)c2)c1C(=O)O,-4%[46.1 µM],-2%,-1.8%,-5%,1%,0%,0%,-1%
Cc1ccccc1NC(=O)c1ccc(N(Cc2ccccc2)S(C)(=O)=O)cc1,/,-18%,-0.5%,/,/,?,2%,0%
COc1cccc(N2CC(NC(=O)c3ccc(S(=O)(=O)N4CCCCC4)cc3)CC2=O)c1 (stereo unspecified),/,-15%,-1.4%,/,/,0%,1%,0%
CCCOc1ccccc1Cn1c(=O)sc2ccccc21,/,-16%,1.0%,/,/,-8%,4%,5%
CCN(Cc1ccncc1)C(=S)Nc1c(C)cccc1C,20%,-2%,1.1%,-2%,-1%,2%,1%,9%
Cc1ccc(N2C(=O)[C@@H]3C(c4cccnc4)=NO[C@@H]3C2=O)cc1,9%,-8%,-1.4%,13%,4%,10%,-4%,-5%
COc1ccc(C(=O)COC(=O)C(CCCCN2C(=O)C3C4C=CC(C4)C3C2=O)N2C(=O)C3C4C=CC(C4)C3C2=O)cc1 (stereo unspecified),-2%,-7%,0.0%,-9%,-3%,13%,2%,-1%
O=C(NN=C(Cc1ccccc1)Cc1ccccc1)c1ccccc1F,-45%,1%,0.7%,-1%,4%,3%,7%,0%
Cc1ccc(-n2c(SCC(=O)N(C)C3CCS(=O)(=O)C3)nc3ccccc3c2=O)cc1 (stereo unspecified),-10%,7%,-2.2%,3%,22%,9%,0%,1%
O=C(Cn1cc(SCc2ccc(F)cc2)c2ccccc21)N1CCCCC1,/,?,0.5%,/,/,-3%,-4%,1%
Cc1ccc(-n2c(COc3ccccc3)n[nH]c2=S)cc1,-26%,0%,-0.1%,-13%,11%,0%,5%,1%
Cc1ccc(S(=O)(=O)N2CCN(Cc3ccccc3Cl)CC2)cc1,/,-16%,-1.6%,/,/,-2%,-3%,-34%
CCc1ccc(OCC(=O)N/N=C(\C)c2ccc(O)cc2O)cc1,4%,-17%,-2.6%,9%,3%,11%,-1%,-7%
CSc1ccc(/C=C/C(=O)Nc2ccccc2)cc1,-4%,-22%,1.1%,0%,-8%,-10%,3%,-1%
Cc1cc(C2C(C#N)=C(N)OC3=C2C(=O)CC(C)(C)C3)c(C)s1 (stereo unspecified),-9%[46.1 µM],-17%,1.9%,10%,1%,-15%,-4%,-4%
CCOc1cc(CNCCO)cc(Br)c1OCc1cccs1,-2%[46.1 µM],-5%,4.2%,5%,-2%,-3%,7%,1%
O=C(Nc1ccc2c(c1)OCO2)C1CCN(S(=O)(=O)c2ccc3c(c2)OCCO3)CC1,?,?,-2.2%,-12%,-6%,9%,-4%,-2%
CCc1ccccc1N(CC)C(=O)c1cc2c(s1)-c1ccccc1SC2,/,-8%,-3.2%,/,/,-11%,6%,-1%
CC1(C)Cc2c(c(-c3ccco3)nc3sc4c(NCCCO)ncnc4c23)CO1,-3%,-11%,3.9%,18%,-10%,1%,-1%,-5%
CN(C)CC(CCCCC(CN(C)C)C(=O)c1ccccc1)C(=O)c1ccccc1 (stereo unspecified),-5%,-11%,-1.2%,-1%,4%,-9%,-12%,-1%
CSCC[C@H](NC(=O)[C@H](CC(C)C)NC(=O)[C@@H]1CCCN1C(=O)[C@H](Cc1ccccc1)NC(=O)[C@H](Cc1ccccc1)NC(=O)[C@@H]1CCC(=O)N1)C(N)=O,/,/,/,14%,12%,/,-1%,-4%
Cc1cccc(NC(=S)NCc2ccc3c(c2)OCO3)c1,10%,-13%,0.0%,2%,-3%,4%,0%,-5%
CCn1c(=O)c([N+](=O)[O-])c(Cl)c2ccccc21,?,-29%,?,-14%,9%,0%,3%,-2%
CCOC(=O)c1cn(-c2ccc(F)c(F)c2)c2c(F)c(F)c(F)c(F)c2c1=O,0%[46.1 µM],-3%,5.1%,-1%,-3%,2%,3%,-2%
CC(C(=O)NCCCc1ccccc1)c1ccc([N+](=O)[O-])cc1 (stereo unspecified),-14%,-4%,-0.6%,1%,2%,-10%,-11%,-9%
COc1ccc(Nc2nc(C)cc(=O)[nH]2)cc1,11%[46.1 µM],-8%,-0.9%,-1%,4%,9%,-6%,4%
Cc1cc(Cl)ccc1NC(=O)CN1C(=O)COc2ccc(S(=O)(=O)N3CCC(C)CC3)cc21,/,5%,7.5%,/,/,-7%,-7%,-4%

# Four compounds out of the list, ordered by heavy-atom count, rising:
SMILES,NPSR antagonist,Tau fluor counter,Epigenetic derep,GLA spleen mod,CBFb RUNX1 block,Tau fibril FP,TRb SRC2 PPI,TR SRC2 fluor cs
CSc1ccc(/C=C/C(=O)Nc2ccccc2)cc1,-4%,-22%,1.1%,0%,-8%,-10%,3%,-1%
Cc1cccc(NC(=S)NCc2ccc3c(c2)OCO3)c1,10%,-13%,0.0%,2%,-3%,4%,0%,-5%
CC(C(=O)NCCCc1ccccc1)c1ccc([N+](=O)[O-])cc1 (stereo unspecified),-14%,-4%,-0.6%,1%,2%,-10%,-11%,-9%
COc1cccc(N2CC(NC(=O)c3ccc(S(=O)(=O)N4CCCCC4)cc3)CC2=O)c1 (stereo unspecified),/,-15%,-1.4%,/,/,0%,1%,0%

# Not all compounds are listed; rates above refer to the full screens.
